GLP1R ag = qHTS of GLP-1 Receptor Agonists; Glucagon-like peptide 1 receptor (Homo sapiens), P43220; HEK293 GLP-1R CRE-luciferase, luminescence, 4-6 h; cells express a hypersensitive GLP-1R form; Potency, µM (titrated, usually from 45.6 µM), without a hit: at the highest dose activation, most hits filed as activators; AID 624172, 2012; 380,000 tested, 0.007% active; further: potency means the concentration at half of the fitted maximal effect; % of control where 0% means no effect
Target sequence (P43220 whole entry, looked up): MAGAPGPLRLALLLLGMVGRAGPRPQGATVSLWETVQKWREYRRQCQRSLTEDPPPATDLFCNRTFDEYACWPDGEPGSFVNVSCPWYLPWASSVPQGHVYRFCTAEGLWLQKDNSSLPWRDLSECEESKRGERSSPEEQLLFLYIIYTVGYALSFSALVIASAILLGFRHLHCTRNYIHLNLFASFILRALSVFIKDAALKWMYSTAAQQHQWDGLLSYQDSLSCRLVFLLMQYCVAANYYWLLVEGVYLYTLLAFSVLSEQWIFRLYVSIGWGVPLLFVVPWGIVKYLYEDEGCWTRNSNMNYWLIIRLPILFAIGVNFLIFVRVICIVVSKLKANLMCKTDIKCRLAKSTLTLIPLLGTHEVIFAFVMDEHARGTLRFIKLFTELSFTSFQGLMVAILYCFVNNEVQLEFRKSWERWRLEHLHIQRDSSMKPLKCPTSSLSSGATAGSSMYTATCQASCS
DRD3 agonist = qHTS of D3 Dopamine Receptor Agonist: qHTS | D3R DiscoveRx beta-arrestin cells, luminescence, 90 min | max activation, % | 410,000 tested, 0.58% active; in the data active means max activation above about 30%; further: 0% is about no effect; mostly tested at two doses, the higher about 12 µM
Target sequence (P35462 whole entry, looked up): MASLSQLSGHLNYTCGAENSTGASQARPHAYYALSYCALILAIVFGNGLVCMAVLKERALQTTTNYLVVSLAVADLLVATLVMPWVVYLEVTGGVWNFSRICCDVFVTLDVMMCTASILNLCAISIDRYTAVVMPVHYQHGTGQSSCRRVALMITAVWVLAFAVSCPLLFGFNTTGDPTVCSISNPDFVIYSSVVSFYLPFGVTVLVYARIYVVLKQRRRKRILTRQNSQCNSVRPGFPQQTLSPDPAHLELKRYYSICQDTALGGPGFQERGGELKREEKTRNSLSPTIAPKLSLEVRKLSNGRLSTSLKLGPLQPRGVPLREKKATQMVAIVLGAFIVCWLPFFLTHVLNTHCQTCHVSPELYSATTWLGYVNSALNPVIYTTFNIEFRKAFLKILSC
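Agonist mode: compounds and dopamine controls were applied to plated cells for 90 min at 37 degrees C after an overnight attachment at 1500 cells/well. Luminescent read-out followed 30 - 60 minutes at room temperature with DiscoveRx detection reagent.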
HT1080 IDH1KD tx = qHTS for induction of synthetic lethality in tumor cells producing 2HG: qHTS for the HT-1080-IDH1KD cell line. 360,000 tested, 2% active. HT-1080 IDH1 knockdown viability, ATP luminescence, 48 h. Potency, µM (titrated, usually from 46.1 µM), for the others: at the top dose activity, negative = toxicity, usual class: cytotoxic. AID 686971, 2013;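 further: potency means the concentration at half of the fitted maximal effect; 0% = DMSO wells and -100% = cell-free medium wells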
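Using the IDH1-knockdown HT-1080 line run in the same batch and compound series as the NT line, viability after 48 h at 37 °C was determined by CellTiter-Glo luminescence and expressed as % activity.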
KB-V1 MDR tox = qHTS assay for MDR1-selective chemotherapeutics: Primary screen using the drug-selected MDR subline cells KB-V1. KB-V1 MDR cells viability, CellTiter-Glo, 72 h. Potency, µM (titrated, usually from 46.1 µM), for inactives: at the top dose activity change, negative = cytotoxicity, most hits filed as cytotoxic. 400,000 tested, 3.4% active; further: potency means the concentration at half of the fitted maximal effect; on the % scale 0 is the no-effect control and ±100 the full control effect; nearly all actives have a fitted effect of over 60% in size
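Following 72 h at 37 degrees C with compound, KB-V1 cell viability was read by CellTiter-Glo luminescence, medium being phenol-red-free DMEM plus 10% FBS; concentration-response parameters came from normalized, curve-fitted qHTS data.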
HT1080NT lethal = qHTS for induction of synthetic lethality in tumor cells producing 2HG: qHTS for the HT-1080-NT fibrosarcoma cell line; 360,000 tested, 1.6% active; Potency, µM (top dose mostly 46.1 µM), inactives show top-dose activity, negative = less viability, usual class: cytotoxic; HT-1080-NT fibrosarcoma viability, CellTiter-Glo ATP luminescence, 48 h; AID 686970, 2013;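 further: NT is the 2HG producing partner of a matched IDH1 knockdown line; potency means the concentration at half of the fitted maximal effect; 0% = DMSO-treated cells and -100% = media-only wells without cells; nearly all actives have a fitted effect of over 55% in size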
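A 48-hour cytotoxicity screen used HT-1080-NT cells plated 2 hours before compound delivery. ATP-based CellTiter-Glo luminescence measured viability, normalized to DMSO and no-cell controls.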
SW480 rerep = A quantitative high throughput screen for small molecules that induce DNA re-replication in SW480 colon adenocarcinoma cells | SW480 DNA re-replication, Hoechst DNA content imaging, 48 h | Potency, µM (highest dose often 46.1 µM), for inactives: top-dose re-replication activation, hits mostly activators | 340,000 tested, 1.8% active | AID 624297, 2012; further: potency means the concentration at half of the fitted maximal effect; % of control where 0% means no effect; nearly all actives have a fitted effect of over 55% in size
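SW480 cells exposed to compounds for 48 hr at 37 C, 5% CO2, then Hoechst-stained 40 min. Nuclear DNA content imaged by fluorescence scanning (405 nm excitation, 500-530 nm emission); re-replication scored as increased high-intensity nuclei.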
KB-3-1 cytotox = qHTS assay for MDR1-selective chemotherapeutics: Primary screen using the parental adenocarcinoma cell KB-3-1. KB-3-1 viability, CellTiter-Glo ATP luminescence, 72 h. Potency, µM (doses to about 46.1 µM), without a hit: at the highest dose activity change, negative = cytotoxic, usual class: cytotoxic. 400,000 tested, 1.4% active; further: potency means the concentration at half of the fitted maximal effect; on the % scale 0 is the no-effect control and ±100 the full control effect; nearly all actives have a fitted effect of over 60% in size
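Luminescent ATP read-out (CellTiter-Glo) measures survival of drug-naive KB-3-1 cells after 72 h compound exposure at 37 °C. Titration series was screened from lowest to highest concentration, with DMSO vehicle plates as background controls.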
IL-1B inflam inh = qHTS for Inhibitors of Inflammasome Signaling: IL-1-beta AlphaLISA Primary Screen; THP-1 LPS/ATP IL-1B secretion, AlphaLISA, 16 h; active compounds read low; activity change, % at 57.5 µM; 360,000 tested, 4.7% active; AID 743279, 2014; in the data active means activity change below about -50%; inconclusive means mostly about -30% to -49%; further: on the % scale 0 is the no-effect control and ±100 the full control effect
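Secreted IL-1B measured by AlphaLISA bead assay after 16 h compound exposure of THP-1 cells; compounds (final up to 57.5 uM) added 1 h before LPS (250 ng/mL) and ATP (1.25 mM) stimulation; lower signal means less secretion.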
D3 antag = qHTS of D3 Dopamine Receptor Antagonist: qHTS | D(3) dopamine receptor (Homo sapiens), P35462 | D3R cells, DiscoveRx beta-arrestin luminescence, antagonist mode; active compounds read low | max response, negative = inhibition, % | 360,000 tested, 2.5% active; in the data active means max response below about -50%; inconclusive means no clear call, values can overlap the other calls; further: on the % scale 0 is the no-effect control and ±100 the full control effect; mostly tested at two doses, the higher about 12 µM
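Cells expressing the human receptor were seeded at 1500 cells/well, incubated overnight at 37 degrees C in 5% CO2, then exposed to library compounds with dopamine controls for 90 minutes at 37 degrees C before luminescent detection.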
* marks the source's active call; other numbers are inactive results; i = inactive; ? = inconclusive; nt = no result given. Unless noted, the call rests on the fitted dose curve; in most records, active means well fitted curve in the direction sought with a large enough effect; inconclusive means small, poorly fitted or top-dose-only effect, or another doubt; inactive means no such curve, though single readings can be large; an effect the other way counts as inactive or inconclusive. Rows are unselected, and some 12% of all compounds hit somewhere here.

Screens in order – GLP1R ag | DRD3 agonist | HT1080 IDH1KD tx | KB-V1 MDR tox | HT1080NT lethal | SW480 rerep | KB-3-1 cytotox | IL-1B inflam inh | D3 antag
Cc1ccc(C2C(C(=O)c3cccs3)=C(O)C(=O)N2c2cccc(C)n2)cc1 (stereo not drawn)
→ -0.3% | -15.9 | -8.4% | ? | 2.9% | -11.1% | 1.2% | -19.9 | -19.8
CC(C)(C)NC(=O)Cn1nnc(-c2ccc(Cl)cc2)n1
→ 4.9% | 2.6 | -18.9% | -19.2% | 0.0% | 2.8% | 16.4% | 3.4 | 7.8
CC(=O)c1c(C)[nH]c(C(=O)Nc2nc(-c3ccc(-c4ccccc4)cc3)cs2)c1C
→ -4.7% | 11.0 | ? | 20.6µM* | ? | 4.8% | 14.6µM* | ? | 59.6
O=C(CSc1nc2c([nH]c3ccccc32)c(=O)n1-c1ccc(F)cc1)N1CCc2ccccc21
→ -5.3% | -8.8 | nt | 9.9% | nt | nt | -5.0% | nt | nt
O=C(NNC(=O)C1CC=CCC1)c1ccccc1Cl (stereo not drawn)
→ 5.0% | 9.7 | 16.7% | -0.4% | -0.2% | -3.3% | -0.6% | 2.0 | 8.9
COc1ccc(-c2cc(C(=O)OCC(=O)Nc3cc(C)on3)c3ccccc3n2)cc1OC
→ 18.3% | -4.1 | 14.0% | -11.5% | 9.6% | -0.6% | -9.5% | 5.1 | -29.7
CCCc1nnc(NC(=O)c2nc(S(=O)(=O)Cc3cccc(C)c3)ncc2Cl)s1
→ -7.7% | -8.1 | ? | -13.9% | ? | ? | 0.0% | ? | -67.7*
Cc1ccc(N(CC(=O)NCc2ccccc2)C(=O)CCC(=O)Nc2ccccn2)cc1C
→ 10.9% | -8.5 | -1.8% | -28.1% | -15.6% | -14.9% | -5.2% | -11.1 | -9.2
CCc1cccc(NS(=O)(=O)c2c(C)nc3scc(C)n3c2=O)c1
→ 6.3% | 20.2 | -23.6% | -19.1% | -6.1% | -53.9% | -2.7% | 9.5 | 0.0
O=C(NCc1ccco1)c1cc2n(n1)C(C(F)(F)F)CC(c1ccc(Br)cc1)N2 (stereo not drawn)
→ 0.6% | 0.1 | ? | ? | ? | 21.6% | -24.9% | 22.4 | 8.4
Cc1cccc(-n2cnc3cc(C(=O)N4CCc5ccccc54)ccc32)c1
→ -1.9% | 2.7 | 5.3% | 13µM* | 8.5% | 3.2% | -20.5% | -77.0* | -21.3
CCC(=O)N1CCC2(CC1)Oc1ccc(F)cc1C(=O)C21CC(c2ccc(Cl)cc2)=NO1 (stereo not drawn)
→ 4.0% | -1.7 | -3.5% | 3.1% | -5.0% | 12.5% | ? | ? | -2.7
O=C(Cn1cc(C(=O)c2ccco2)c2ccccc21)Nc1ccccc1F
→ 1.0% | -6.3 | 0.1% | ? | -20.3% | -4.8% | -2.1% | -7.9 | -17.2
CN(C)S(=O)(=O)c1ccc(C(=O)Nc2cccc(S(=O)(=O)NC3=NCCC3)c2)cc1
→ 0.1% | -0.1 | 4.1% | 0.9% | 1.4% | 3.0% | 19.8% | 4.3 | -9.9
CCc1cc(-c2n[nH]c(CCC(=O)O)c2-c2nc3ccccc3n2C)c(O)cc1O
→ 0.3% | 2.9 | 7.7% | 2.2% | 12.4% | -0.8% | 15.5% | 10.0 | 15.7
COc1cccc(CNS(=O)(=O)c2cccc(S(=O)(=O)N3CCOCC3)c2)c1
→ -1.1% | 7.4 | 6.7% | -7.6% | -2.6% | -6.5% | -9.5% | 9.1 | 12.2
O=C(NNC(=O)c1cc(-c2ccccc2)nc2ccccc12)c1csc(N2CCOCC2)n1
→ -9.8% | 8.6 | -1.1% | -23.5% | -14.9% | -0.1% | -0.6% | -13.1 | 23.9
CC(C)c1ccc(NC2CCCN(C(=O)c3cnc4ccccn4c3=O)C2)cc1 (stereo not drawn)
→ 8.7% | 1.2 | -1.4% | ? | 4.8% | -11.4% | -14.9% | i | 17.1
CCOC(=O)C1CCC(CN(Cc2ccccc2C)S(=O)(=O)c2ccc([N+](=O)[O-])cc2)CC1 (stereo not drawn)
→ -9.2% | 0.8 | 1.9% | -0.7% | 4.6% | -3.1% | 17.8% | -5.5 | 5.9
CC(=O)c1ccc(NC(=O)CN2C(=O)NC(C)(c3ccc4c(c3)OCCO4)C2=O)cc1 (stereo not drawn)
→ 3.3% | 1.5 | -11.1% | ? | 5.7% | -5.0% | ? | 9.2 | 18.4
C=C(C)C(=O)Nc1cccc(C2=NOC3(C2)C[C@@H](C(N)=O)N(C(=O)c2ccc(Cl)cc2)C3)c1 (stereo partly drawn)
→ 9.4% | 0.0 | -0.3% | ? | 3.0% | -11.8% | 22.2% | 15.1 | -6.6
COc1ccc(/C=N/Nc2ccccn2)cc1OC
→ ? | -6.7 | 10.7% | -18.7% | 5.0% | ? | -5.9% | -14.8 | 0.0
COc1ccc(NC(=O)c2ccc(NCCN3C(=O)CCC3=O)c([N+](=O)[O-])c2)cc1
→ 2.8% | -6.1 | 5.7% | -12.4% | 11.3% | -10.0% | -0.2% | 11.0 | -18.8
CC1CCN(S(=O)(=O)c2ccc3c(c2)N(CC(=O)NCCCN2C(C)CCCC2C)C(=O)CO3)CC1 (stereo not drawn)
→ 3.8% | -3.6 | -2.3% | 10.9% | -2.8% | -6.5% | -6.6% | ? | -17.1
Cc1nc(NC(=O)/C=C/c2ccc(Cl)cc2Cl)sc1C(=O)N(C)C
→ 0.9% | -4.3 | -3.3% | -30.0% | 0.5% | -4.6% | 12.3% | -14.1 | -17.0
CCC(=O)c1ccc(OCC(=O)Nc2ccc3c(c2)OCCO3)cc1
→ 1.0% | -2.4 | -3.0% | -5.9% | -4.7% | 12.5% | 2.4% | -6.5 | 17.7
CC(C(=O)NC(N)=O)N1C(=O)NC(c2ccccc2)(c2ccccc2)C1=O (stereo not drawn)
→ 4.2% | -4.5 | 2.3% | 0.0% | 5.7% | -4.4% | 3.9% | 17.2 | 5.5
Cc1ccc(NCC(=O)Nc2cccc(S(=O)(=O)N(C)C)c2)c(Cl)c1
→ 8.9% | 8.0 | -13.2% | -11.8% | -12.5% | -3.0% | -0.7% | 7.1 | -24.2
COc1cccc(C2C(C#N)=C(N)N(N(C)C)C3=C2C(=O)CC(C)(C)C3)c1OC (stereo not drawn)
→ -1.1% | -6.4 | 10.1% | -6.5% | -1.6% | -11.8% | -5.0% | -8.7 | -19.1
O=C(N/N=C/C1CC2CCC1C2)C1CC1 (stereo not drawn)
→ 3.4% | 3.2 | 11.2% | 1.4% | 1.8% | -9.6% | -2.3% | 2.9 | 3.7

An excerpt from above in order of molar mass, smallest number first.
Screens in order – GLP1R ag | DRD3 agonist | HT1080 IDH1KD tx | KB-V1 MDR tox | HT1080NT lethal | SW480 rerep | KB-3-1 cytotox | IL-1B inflam inh | D3 antag
CC(C(=O)NC(N)=O)N1C(=O)NC(c2ccccc2)(c2ccccc2)C1=O (stereo not drawn)
→ 4.2% | -4.5 | 2.3% | 0.0% | 5.7% | -4.4% | 3.9% | 17.2 | 5.5
C=C(C)C(=O)Nc1cccc(C2=NOC3(C2)C[C@@H](C(N)=O)N(C(=O)c2ccc(Cl)cc2)C3)c1 (stereo partly drawn)
→ 9.4% | 0.0 | -0.3% | ? | 3.0% | -11.8% | 22.2% | 15.1 | -6.6
O=C(NCc1ccco1)c1cc2n(n1)C(C(F)(F)F)CC(c1ccc(Br)cc1)N2 (stereo not drawn)
→ 0.6% | 0.1 | ? | ? | ? | 21.6% | -24.9% | 22.4 | 8.4

(next part)
Screens in order – GLP1R ag | DRD3 agonist | HT1080 IDH1KD tx | KB-V1 MDR tox | HT1080NT lethal | SW480 rerep | KB-3-1 cytotox | IL-1B inflam inh | D3 antag
Clc1ccc(/C=N/N2CCCCC2)cc1
→ 10.8% | 0.8 | 15.5% | 21.8% | 2.1% | -3.3% | -0.3% | 0.0 | 0.8
O=C(CN1CCN(c2ccc(Cl)cc2)CC1)NCc1cccs1
→ -0.1% | -3.1 | -1.3% | -4.5% | -1.8% | -2.3% | 9.6% | -7.4 | -28.2
CC(C)OP(=O)(c1ccc(N(C)C)cc1)C(Nc1ccccc1)c1ccccc1 (stereo not drawn)
→ 17.0% | 3.2 | ? | ? | -28.2% | ? | -1.6% | nt | 2.3
CCc1nc(SCC(=O)Nc2ccc3c(c2)OCCO3)c2oc3ccccc3c2n1
→ 3.2% | 0.8 | -0.1% | 20.6µM* | 1.6% | 0.8% | ? | 4.3 | -7.0
CCN1CCN(C(=O)C2CCC(=O)N(CCCN3CCCC3=O)C2)CC1 (stereo not drawn)
→ 0.9% | 2.1 | 14.6% | 6.6% | 15.8% | -8.0% | 25.1% | -4.8 | -2.7
Cc1cccc(C)c1NC(=O)C1c2ccccc2OCC(=O)N1C1CC1 (stereo not drawn)
→ -2.3% | 7.3 | 7.1% | -19.0% | 20.6% | nt | 23.0% | 57.5 | -12.6
CC(=O)N1c2ccccc2C(=O)C1N(C)c1ccc(C)cc1 (stereo not drawn)
→ 12.8% | 10.1 | -13.1% | 0.9% | -13.6% | 11.5% | 4.4% | -11.1 | -13.3
CSc1ccc(CN2CCC2(C)C(=O)Nc2ccc3c(c2)OCO3)cc1 (stereo not drawn)
→ 13.6% | -9.5 | 6.1% | ? | 8.8% | nt | 0.0% | 8.9 | ?
Cc1cc(N2CCC(C)CC2)nc2cccc(O)c12
→ 7.3% | 1.3 | -2.2% | -18.1% | -3.9% | -3.0% | -14.3% | -7.0 | -24.8
